Assay outcomes from PubChem.
DRD3 antagonist: blocks the human D3 dopamine receptor; D3R cells, DiscoveRx beta-arrestin luminescence, antagonist mode; stronger effect = lower value; P35462; max response, negative = inhibition, %; 2.5% of 360,000 active; in the data active means max response below about -50%; inconclusive means no clear call, values can overlap the other calls; further: on the % scale 0 is the no-effect control and ±100 the full control effect; mostly tested at two doses, the higher about 12 µM
Target sequence (P35462 whole entry, looked up): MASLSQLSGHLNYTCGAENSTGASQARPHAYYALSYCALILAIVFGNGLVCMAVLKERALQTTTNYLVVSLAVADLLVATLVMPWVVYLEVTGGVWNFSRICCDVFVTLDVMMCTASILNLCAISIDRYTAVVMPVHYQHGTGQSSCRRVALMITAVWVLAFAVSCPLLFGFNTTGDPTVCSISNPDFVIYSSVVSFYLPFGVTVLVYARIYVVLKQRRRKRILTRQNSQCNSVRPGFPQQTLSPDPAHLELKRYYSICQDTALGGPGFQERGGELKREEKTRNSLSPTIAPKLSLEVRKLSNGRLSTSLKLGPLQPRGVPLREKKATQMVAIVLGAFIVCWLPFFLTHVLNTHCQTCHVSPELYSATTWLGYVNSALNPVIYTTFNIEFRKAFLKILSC
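Cells expressing the human receptor were seeded at 1500 cells/well, incubated overnight at 37 degrees C in 5% CO2, then exposed to library compounds with dopamine controls for 90 minutes at 37 degrees C before luminescent detection.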
Abeta rescue: A-beta toxicity reversal in yeast; yeast expressing A-beta42, growth rescue, OD600, 48 h; response scale: 0% DMSO, 100% iron-clioquinol control; 0.063% of 410,000 active; AID 1347071; Potency, µM (top dose mostly 46.1 µM), for the others: at the top dose growth rescue, usual class: activators; further: potency means the concentration at half of the fitted maximal effect; nearly all actives have a fitted effect of over 55% in size
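Yeast A-beta toxicity model in growth medium with pinned compounds, 48 h at 30 C; growth read as absorbance at 600 nm. Normalized to FeCl3/clioquinol equimolar mix (positive) and DMSO (negative).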
PTHR1 agonist: PTHR1 (human) receptor agonism; Q03431; HEK293 GP2 PTHR1 cells, GloSensor cAMP luminescence, 1 h; Potency, µM (top dose mostly 115 µM), for the others: at the highest dose activation, most hits filed as activators; 0.075% of 410,000 active; further: potency means the concentration at half of the fitted maximal effect; nearly all actives have a fitted effect of over 55% in size; some results filed as inactive show a strong effect at the top dose; inactives centre near -15; many of its hits are not listed in these tables
Target sequence (Q03431 whole entry, looked up): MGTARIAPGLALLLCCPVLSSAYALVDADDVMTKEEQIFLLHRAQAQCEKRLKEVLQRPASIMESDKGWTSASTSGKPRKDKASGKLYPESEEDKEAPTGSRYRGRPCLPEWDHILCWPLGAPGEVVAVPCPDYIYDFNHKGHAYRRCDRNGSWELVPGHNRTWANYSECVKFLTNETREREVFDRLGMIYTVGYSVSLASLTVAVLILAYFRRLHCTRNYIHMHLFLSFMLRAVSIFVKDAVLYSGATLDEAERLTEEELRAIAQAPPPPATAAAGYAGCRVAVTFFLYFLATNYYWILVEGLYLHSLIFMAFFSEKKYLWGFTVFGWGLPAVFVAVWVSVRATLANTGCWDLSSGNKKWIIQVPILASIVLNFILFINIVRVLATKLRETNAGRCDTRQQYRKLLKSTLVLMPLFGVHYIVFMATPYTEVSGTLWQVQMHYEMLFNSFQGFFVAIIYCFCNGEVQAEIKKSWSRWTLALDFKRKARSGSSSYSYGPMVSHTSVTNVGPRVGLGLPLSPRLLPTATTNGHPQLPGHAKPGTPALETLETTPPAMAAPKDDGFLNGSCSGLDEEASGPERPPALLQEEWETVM
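HEK-293-derived GP2 cells expressing PTHR1 and a GloSensor cAMP reporter, 3,000/well, plated overnight, given luciferin plus IBMX (each 0.5 mM as added) for 1 h at 37 °C, then compound for 1 h at 37 °C. Luminescence was read after 15 min at room temperature.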
FUS suppressor: rescues growth of FUS-expressing yeast. 0.24% of 390,000 active. S. cerevisiae FUS-expressing, growth rescue, OD600, 24 h. Potency, µM (top dose mostly 76.6 µM), for the others: at the highest dose growth rescue (activation), actives largely listed as activators. AID 1347120;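 further: potency means the concentration at half of the fitted maximal effect; plate controls were DMSO vehicle for no effect and reference control for full effect; nearly all actives have a fitted effect of over 55% in size; some results filed as inactive show a strong effect at the top dose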
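FUS-expressing yeast, raffinose-pregrown, induced in 2% galactose minimal medium at OD 0.005; compounds in a dilution series, 24hr at 30C. Growth restoration read as absorbance at 600 nm. CP55940 positive control, DMSO negative.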
aSyn rescue: rescues yeast growth from alpha-synuclein toxicity; Yeast expressing alpha-synuclein, growth rescue, BacTiter-Glo, 24 h; Potency, µM (series often up to 46.1 µM), for the others: at the highest dose growth rescue (activation), actives largely listed as activators; 0.14% of 370,000 active; AID 652106; further: potency means the concentration at half of the fitted maximal effect; % of control where 0% means no effect; nearly all actives have a fitted effect of over 65% in size
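Galactose-induced alpha-syn yeast (OD600=0.02, raffinose-pregrown) + pinned cpd, 24 hr, 30 deg C; growth by BacTiter-Glo luminescence. Growth restoration scores as activation.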
GLP-1R inv ag: inverse agonists of human GLP-1 receptor | P43220 | HEK293 GLP-1R CRE-luciferase, luminescence, 24 h; GLP-1R form is constitutively active | Potency, µM (series often up to 38.3 µM), without a hit: at the highest dose activity change, negative = inhibition, actives largely listed as inhibitors | 1.6% of 410,000 active; further: potency means the concentration at half of the fitted maximal effect; on the % scale 0 is the no-effect control and ±100 the full control effect; nearly all actives have a fitted effect of over 55% in size
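qHTS in 1536-well format: reporter HEK293 cells expressing constitutive GLP-1R activity in DMEM + 10% Nu serum, 24 hr with compounds at 37 deg C, luminescence read after 12 min with detection reagent.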
pAkt inh: blocks phosphorylation of Akt | 0.32% of 360,000 active | activity change, % for hits at 50 µM | Neuro2A IGF-stimulated pAkt S473 HTRF, 20 min; stronger effect = lower value; in the data active means activity change below about -80%; inconclusive means mostly about -51% to -80%; further: on the % scale 0 is the no-effect control and ±100 the full control effect
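Single-point screen (50 µM final compound) in Neuro2A cells stimulated 20 min with 6 nM IGF at 37 deg C. After lysis, Ser473-phosphorylated Akt read by HTRF (ex 330 nm, em 615/665 nm) as the 665/615 ratio.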
GLP-1R agonist: agonists of human GLP-1 receptor; HEK293 GLP-1R CRE-luciferase, luminescence, 4-6 h; cells express a hypersensitive GLP-1R form; Potency, µM (titrated, usually from 45.6 µM), for the others: top-dose activation, most hits filed as activators; 0.007% of 380,000 active; AID 624172; further: potency means the concentration at half of the fitted maximal effect; % of control where 0% means no effect
TDP43 rescue: inhibitors of TDP-43 toxicity in yeast | TDP-43 expressing yeast growth rescue, BacTiter-Glo, 24 h | Potency, µM (series often up to 46.1 µM), inactives show at the top dose growth rescue (activation), most hits filed as activators | 1.8% of 410,000 active; further: potency means the concentration at half of the fitted maximal effect; % of control where 0% means no effect; nearly all actives have a fitted effect of over 50% in size
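Yeast expressing TDP-43 (pregrown in raffinose, seeded at OD600=0.02 in galactose medium) exposed to compounds 24 hr at 30 deg C. Growth read by BacTiter-Glo luminescence; rescue of toxicity appears as increased signal.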
* marks the source's active call; other numbers are inactive results; [ ] = remark or other dose. Unless noted, the call rests on the fitted dose curve; in most records, active means well fitted curve in the direction sought with a large enough effect; inconclusive means small, poorly fitted or top-dose-only effect, or another doubt; inactive means no such curve, though single readings can be large; an effect the other way counts as inactive or inconclusive. Only part of the results is shown (hit frequency here may not be typical).

The first 2 entries (preview)
What do the screens show for `COC(=O)CN1C(=O)C2(OCCCO2)c2cc(Br)ccc21`?
DRD3 antagonist: -26; Abeta rescue: -2%; PTHR1 agonist: inactive; FUS suppressor: 10%; aSyn rescue: -7%; GLP-1R inv ag: -8%; pAkt inh: inactive; GLP-1R agonist: -4%; TDP43 rescue: -20%

How did O=C(O)c1cccc2c1/C(=N/O)c1ccccc1-2 do in these assays?
DRD3 antagonist: -25; Abeta rescue: -14%; PTHR1 agonist: inactive; FUS suppressor: 25%; aSyn rescue: 1%; GLP-1R inv ag: 11%; pAkt inh: inactive; GLP-1R agonist: 1%; TDP43 rescue: -13%

Main list, previewed entries included:
What do the screens show for `COC(=O)CN1C(=O)C2(OCCCO2)c2cc(Br)ccc21`?
DRD3 antagonist: -26; Abeta rescue: -2%; PTHR1 agonist: inactive; FUS suppressor: 10%; aSyn rescue: -7%; GLP-1R inv ag: -8%; pAkt inh: inactive; GLP-1R agonist: -4%; TDP43 rescue: -20%

How did O=C(O)c1cccc2c1/C(=N/O)c1ccccc1-2 do in these assays?
DRD3 antagonist: -25; Abeta rescue: -14%; PTHR1 agonist: inactive; FUS suppressor: 25%; aSyn rescue: 1%; GLP-1R inv ag: 11%; pAkt inh: inactive; GLP-1R agonist: 1%; TDP43 rescue: -13%

Results for COc1ccc2c(c1)C(NS(=O)(=O)OCC(Cl)(Cl)Cl)CCC2 (configuration not stated) ?
DRD3 antagonist: -22; Abeta rescue: -37%[inhibitor]; PTHR1 agonist: -29%; FUS suppressor: 22%; aSyn rescue: -14%; GLP-1R inv ag: inconclusive; pAkt inh: inactive; GLP-1R agonist: 13%; TDP43 rescue: inconclusive

What do the screens show for `Cc1oc(-c2ccccc2Cl)nc1CS(=O)(=O)CC(=O)N1CCOCC1`?
DRD3 antagonist: -13; Abeta rescue: -1%; PTHR1 agonist: -39%[inhibitor]; FUS suppressor: 0%; aSyn rescue: 10%; GLP-1R inv ag: 12%; pAkt inh: inactive; GLP-1R agonist: 11%; TDP43 rescue: 8%

Results for COc1cccc(Cn2c(=O)n(-c3ccc(Br)cc3F)c(=O)c3sc4ccccc4c32)c1 ?
Abeta rescue: 14%; PTHR1 agonist: -4%; FUS suppressor: 4%; GLP-1R inv ag: -19%; GLP-1R agonist: 3%; TDP43 rescue: inconclusive

Results for COc1ccccc1NC(=O)CSc1nc(O)cc(=O)n1-c1ccccc1OC ?
DRD3 antagonist: -19; Abeta rescue: 10%; PTHR1 agonist: inactive; FUS suppressor: inconclusive; aSyn rescue: 1%; GLP-1R inv ag: 1%; pAkt inh: inactive; GLP-1R agonist: 4%; TDP43 rescue: -3%

How did CCCCn1nc2cc(C(=O)NC[C@@H]3CCCO3)ccc2c1OCC do in these assays?
DRD3 antagonist: 23; Abeta rescue: -2%; PTHR1 agonist: -1%; FUS suppressor: -20%; aSyn rescue: -13%; GLP-1R inv ag: 1%; pAkt inh: inactive; GLP-1R agonist: -3%; TDP43 rescue: 12%

How did CCCn1c(CN2CCCCC2C)nc2c1c(=O)n(C)c(=O)n2C (configuration not stated) do in these assays?
DRD3 antagonist: -10; Abeta rescue: 1%; PTHR1 agonist: inactive; FUS suppressor: -23%; aSyn rescue: -8%; GLP-1R inv ag: -13%; pAkt inh: inactive; GLP-1R agonist: 5%; TDP43 rescue: 11%

How did Cc1cc2cc(CCNC(=O)c3ccc(S(=O)(=O)N4CCOCC4)cc3)c(=O)[nH]c2cc1C do in these assays?
DRD3 antagonist: 29; Abeta rescue: 7%; PTHR1 agonist: -10%; FUS suppressor: inconclusive; aSyn rescue: -7%; GLP-1R inv ag: -23%; pAkt inh: inactive; GLP-1R agonist: -2%; TDP43 rescue: 12%

How did O=C(Cc1coc(-c2ccc(F)cc2)n1)Nc1ccccc1 do in these assays?
DRD3 antagonist: 8; Abeta rescue: 39%; PTHR1 agonist: -3%[57.5 µM]; FUS suppressor: -6%; aSyn rescue: 3%; GLP-1R inv ag: -26%; pAkt inh: inactive; GLP-1R agonist: 24%; TDP43 rescue: inconclusive

What do the screens show for `O=C1C2C3C=CC(C3)C2C(=O)N1CC1CCCO1` (configuration not stated)?
DRD3 antagonist: 9; Abeta rescue: 16%; PTHR1 agonist: -1%[57.5 µM]; FUS suppressor: 18%; aSyn rescue: -8%; GLP-1R inv ag: 30%; pAkt inh: inactive; GLP-1R agonist: -3%; TDP43 rescue: 0%

How did O=C(NCCc1ccccc1)Nc1ccc2c(c1)OCO2 do in these assays?
DRD3 antagonist: 10; Abeta rescue: -2%; PTHR1 agonist: -32%[inhibitor]; FUS suppressor: -16%; aSyn rescue: 2%; GLP-1R inv ag: -23%; pAkt inh: inactive; GLP-1R agonist: -2%; TDP43 rescue: 5%

A section taken from the entries so far, for reference:
What do the screens show for `O=C1C2C3C=CC(C3)C2C(=O)N1CC1CCCO1` (configuration not stated)?
DRD3 antagonist: 9; Abeta rescue: 16%; PTHR1 agonist: -1%[57.5 µM]; FUS suppressor: 18%; aSyn rescue: -8%; GLP-1R inv ag: 30%; pAkt inh: inactive; GLP-1R agonist: -3%; TDP43 rescue: 0%

How did O=C(NCCc1ccccc1)Nc1ccc2c(c1)OCO2 do in these assays?
DRD3 antagonist: 10; Abeta rescue: -2%; PTHR1 agonist: -32%[inhibitor]; FUS suppressor: -16%; aSyn rescue: 2%; GLP-1R inv ag: -23%; pAkt inh: inactive; GLP-1R agonist: -2%; TDP43 rescue: 5%

Further results:
What do the screens show for `COc1ccc(NC(=O)CN(C)C(=O)CNC(=O)C2CCCCC2)cc1`?
DRD3 antagonist: 19; Abeta rescue: 6%; PTHR1 agonist: inactive; FUS suppressor: 10%; aSyn rescue: 1%; GLP-1R inv ag: -19%; pAkt inh: inactive; GLP-1R agonist: -5%; TDP43 rescue: 3%

How did COC(=O)C1CCN(CC(=O)Nc2ccc(C(=O)Nc3ccccc3OC)cc2)CC1 do in these assays?
DRD3 antagonist: 0; Abeta rescue: -9%; PTHR1 agonist: inactive; aSyn rescue: -2%; GLP-1R inv ag: -46%; pAkt inh: inactive; GLP-1R agonist: 18%; TDP43 rescue: -10%

Results for COc1ccc(CNC(=O)CCc2nnc3n(CC(C)C)c(=O)c4ccccc4n23)cc1 ?
Abeta rescue: -8%; PTHR1 agonist: -9%; FUS suppressor: 4%; GLP-1R inv ag: 1%; TDP43 rescue: 18%

How did Cc1cc(C)c(S(=O)(=O)N2CCN(C(=O)N3CCCCC3)CC2)c(C)c1 do in these assays?
DRD3 antagonist: -6; Abeta rescue: 4%; PTHR1 agonist: inactive; FUS suppressor: inconclusive; aSyn rescue: -2%; GLP-1R inv ag: inconclusive; pAkt inh: inactive; GLP-1R agonist: -6%; TDP43 rescue: 3%

How did c1ccc(C2[C@H]3CN(CC4CCCCC4)[C@H](c4ccccc4)C34CC2(c2ccccc2)C4)cc1 (some centres not stated) do in these assays?
DRD3 antagonist: -8; Abeta rescue: -6%; PTHR1 agonist: -28%; FUS suppressor: 22%; aSyn rescue: -15%; GLP-1R inv ag: -13%; pAkt inh: inactive; GLP-1R agonist: -1%; TDP43 rescue: -10%

Results for Cc1ccc(NC(=O)C2C3C=CC4(O3)C2C(=O)N(CCCN2CCCCC2)C4C(=O)NC2CCCCC2)cc1C (configuration not stated) ?
DRD3 antagonist: 3; Abeta rescue: -12%; PTHR1 agonist: inactive; FUS suppressor: -8%; aSyn rescue: 19%; GLP-1R inv ag: -32%; pAkt inh: inactive; GLP-1R agonist: 4%; TDP43 rescue: 23%

Results for Cc1ccc(S(=O)(=O)c2nc(Cc3ccccc3)oc2N2CCOCC2)cc1 ?
DRD3 antagonist: 7; Abeta rescue: -2%; PTHR1 agonist: inactive; FUS suppressor: 1%; aSyn rescue: -10%; GLP-1R inv ag: 7%; pAkt inh: inactive; GLP-1R agonist: -4%; TDP43 rescue: -8%

What do the screens show for `CCOC(=O)C(C(=O)Nc1nc2ccccc2s1)C1CCCCC1` (configuration not stated)?
DRD3 antagonist: 15; Abeta rescue: -15%; PTHR1 agonist: -8%[57.5 µM]; FUS suppressor: 33%; aSyn rescue: 17%; GLP-1R inv ag: inconclusive; pAkt inh: inactive; GLP-1R agonist: -6%; TDP43 rescue: 13%

What do the screens show for `O=C(CC1Oc2ccccc2NC1=O)NCc1ccccc1` (configuration not stated)?
DRD3 antagonist: -12; Abeta rescue: -12%; PTHR1 agonist: -17%; FUS suppressor: -19%; aSyn rescue: 1%; GLP-1R inv ag: 14%; pAkt inh: inactive; GLP-1R agonist: -1%; TDP43 rescue: 10%

What do the screens show for `CSCC[C@H](NS(=O)(=O)c1ccc(C)cc1)C(=O)N1CCC(C(=O)N[C@@H](C)C(=O)O)CC1`?
DRD3 antagonist: 0; Abeta rescue: -11%; PTHR1 agonist: -25%; FUS suppressor: -13%; aSyn rescue: -2%; GLP-1R inv ag: 12%; pAkt inh: inactive; GLP-1R agonist: -4%; TDP43 rescue: 0%

Results for Cc1nn(C)c(C(=O)NCc2ccc(Cl)cc2)c1Cl ?
DRD3 antagonist: 11; Abeta rescue: -24%; PTHR1 agonist: -30%[inhibitor]; FUS suppressor: 15%; aSyn rescue: 4%; GLP-1R inv ag: -4%; pAkt inh: inactive; GLP-1R agonist: 3%; TDP43 rescue: inconclusive

How did COc1ccc(C(=O)N/C(=C\c2ccccc2)C(=O)NC(CC(C)C)C(=O)O)cc1 (configuration not stated) do in these assays?
DRD3 antagonist: 3; Abeta rescue: -7%; PTHR1 agonist: inactive; FUS suppressor: 6%; aSyn rescue: 0%; GLP-1R inv ag: -9%; pAkt inh: inactive; GLP-1R agonist: 1%; TDP43 rescue: -1%
